RPL19A-GFP yeast: RPL19A-GFP expression modulators in yeast, primary screen, cell-based, S. cerevisiae, multiplex flow cytometry, MLPCN | S. cerevisiae RPL19A-GFP strain, 3 h; active compounds read low | percent response vs DMSO, % at 10 µM | 330,000 compounds, 0.3% hits | AID 2025, 2009;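 active = percent response vs DMSO below 50%; inconclusive = fewer than 70 events counted for the yeast strain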;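 note: median channel GFP fluorescence of the barcoded RPL19A-GFP strain; ratio of sample median GFP to plate DMSO average so 100% = DMSO; lower means less RPL19A-GFP as with rapamycin TOR inhibition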
AGP1-GFP MLPCN: modulators of AGP1-GFP expression in yeast TOR pathway, primary screen, cell-based, multiplex flow cytometry, S. cerevisiae, MLPCN library; 3 h; GFP as percent of DMSO wells; GFP response vs DMSO, % at 10 µM; 320,000 compounds, 0.02% hits;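 active = GFP response relative to DMSO above a set limit, near screen average plus 3 SD, cut at about 150% in these data; inconclusive = fewer than 70 cells counted for the yeast strain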;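 note: median GFP channel fluorescence of the gated AGP1 strain per well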
Yeast superoxide: reduction of superoxide in aged yeast, primary screen, HTS | 330,000 compounds, 0.18% hits | AID 2690, 2010 | S. cerevisiae aged cells, superoxide DHE fluorescence; active compounds read low | superoxide response (% of plate mean), % at 10 µM;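 active = superoxide response under a set limit, about three screen SD below normal, cut at about 65% in these data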;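 note: yeast aged for seven days with compound at 30 °C before DHE staining; 100% = average MFI of all compound-treated wells on the plate with controls excluded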
CIT2 TOR yeast: modulators of CIT2-GFP expression in yeast, primary screen, S. cerevisiae, GFP fusion, multiplex flow cytometry, MLPCN library; S. cerevisiae CIT2-GFP strain, 3 h; 100 means same as DMSO wells; GFP response vs DMSO, % at 10 µM; 320,000 compounds, 0.065% hits;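 active = GFP response relative to DMSO above a set limit, near the screen mean plus 3 SD, cut at about 150% in these data; inconclusive = Fewer than 70 cells measured for a yeast strain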;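 note: ratio of well median GFP fluorescence to mean of DMSO wells on the plate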
MEP2 TOR yeast: modulators of MEP2-GFP levels in yeast, primary screen, S. cerevisiae, multiplex flow cytometry, MLPCN library; S. cerevisiae MEP2-GFP strain, 3 h; 100% = DMSO control level; GFP response vs DMSO, % at 10 µM; 330,000 compounds, 0.51% hits;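 active = GFP response versus DMSO above a set limit, roughly screen mean plus 3 SD, cut at about 180% in these data; inconclusive = fewer than 70 cells counted for a yeast strain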;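 note: median GFP fluorescence of the barcode-gated MEP2-GFP cells per well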
VLA-4 inh: inhibition in human VLA-4 binding assay, primary screen, VLA-4 allosteric modulator project, MLPCN library, flow cytometry, VLA-4 expressing cells. Integrin alpha-4 (Homo sapiens), P13612. ligand binding flow cytometry. inhibition, % (about 7 µM as worked out from the volumes in the protocol). 330,000 compounds, 0.2% hits. AID 2557, 2010; in the data active = inhibition above about 50%
GRK2 inh: compounds blocking aptamer binding on GRK2 – biochemical, human GRK2, bead flow cytometry, HTS, primary screen; Beta-adrenergic receptor kinase 1 (Homo sapiens), P25098; FAM-aptamer displacement from GRK2; inhibition of aptamer binding, % at 10 µM; 330,000 compounds, 0.59% hits; AID 488847, 2010;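 active = inhibition of aptamer binding above 40%, roughly 3 SD of noise, on plates passing a quality check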;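 note: median bead fluorescence of bound FAM aptamer so fluorescent compounds give negative values; no value below 0 was filed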
Target sequence (P25098 whole entry, looked up): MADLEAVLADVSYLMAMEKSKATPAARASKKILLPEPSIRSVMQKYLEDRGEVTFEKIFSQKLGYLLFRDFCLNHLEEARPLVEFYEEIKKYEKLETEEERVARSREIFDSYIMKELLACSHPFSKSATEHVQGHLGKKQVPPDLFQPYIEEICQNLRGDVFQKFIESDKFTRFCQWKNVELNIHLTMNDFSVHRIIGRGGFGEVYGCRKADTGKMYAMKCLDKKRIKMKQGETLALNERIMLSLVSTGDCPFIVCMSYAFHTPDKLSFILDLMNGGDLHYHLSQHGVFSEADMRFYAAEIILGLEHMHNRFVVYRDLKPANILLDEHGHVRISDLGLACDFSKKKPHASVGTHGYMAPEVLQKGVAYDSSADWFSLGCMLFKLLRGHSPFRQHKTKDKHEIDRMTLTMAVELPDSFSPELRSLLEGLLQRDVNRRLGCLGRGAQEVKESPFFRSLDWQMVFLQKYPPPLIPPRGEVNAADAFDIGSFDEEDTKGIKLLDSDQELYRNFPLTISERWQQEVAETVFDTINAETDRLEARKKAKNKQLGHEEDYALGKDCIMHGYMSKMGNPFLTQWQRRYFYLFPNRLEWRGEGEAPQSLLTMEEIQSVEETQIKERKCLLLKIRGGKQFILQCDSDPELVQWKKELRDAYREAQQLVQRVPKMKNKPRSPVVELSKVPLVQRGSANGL
LAP4 TOR yeast: modulators of LAP4-GFP expression in yeast, primary screen, S. cerevisiae, multiplex flow cytometry, MLPCN library. 3 h; median GFP as percent of DMSO wells. GFP response vs DMSO, % at 10 µM. 320,000 compounds, 0.34% hits;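 active = GFP response vs DMSO above a set limit, about the screen mean plus 3 SD, cut at about 150% in these data; inconclusive = under 70 cell events counted for the yeast strain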
Numbers without * were called inactive; ? = inconclusive; . = not tested or not shown; [ ] = dose if it differs, or a comment.

SMILES	RPL19A-GFP yeast	AGP1-GFP MLPCN	Yeast superoxide	CIT2 TOR yeast	MEP2 TOR yeast	VLA-4 inh	GRK2 inh	LAP4 TOR yeast
CCC(=O)Oc1ccc(C(=O)Nc2ccc3c(c2)C(=O)N(C2CCCCC2)C3=O)cc1	99.5	103.9	95.3	105.3	96.6	9.5	0.0	94.9
CCCc1cc(=O)oc2cc(Oc3ncccn3)ccc12	101.1	100.9	121.9	94.0	97.7	11.3	2.0	103.4
COc1cc(-c2noc(CCC(=O)Nc3cccnc3)n2)cc(OC)c1OC	99.4	103.4	101.4	105.3	97.5	2.3	0.0	102.5
CCSc1nc2ccccc2n1C(=O)/C=C\c1ccc(OC)c(OC)c1	100.9	95.8	115.2	96.9	101.7	-6.3	1.0	106.6
COc1ccc(/C=C/C(=O)O)cc1S(=O)(=O)NC1CCS(=O)(=O)C1 (stereo unspecified)	94.0	103.4	125.2	106.7	111.6	-10.6	6.0	133.6
O=C(CN1C(=O)NC2(CCCCCC2)C1=O)c1ccc2c(c1)OCCO2	103.3	103.9	97.2	106.4	110.3	-3.1	1.0	99.1
O=C(N/N=C\C1CC=CCC1)c1ccc(Br)o1 (stereo unspecified)	99.5[may fluoresce green]	106.6[may fluoresce green]	99.8	106.5[may fluoresce green]	102.8[may fluoresce green]	1.6	0.0	102.3[may fluoresce green]
O=S(=O)(NCCNS(=O)(=O)c1ccccc1)c1ccccc1	92.8	106.7	96.6	97.8	104.8	41.1	3.0	105.5
Cc1ccc(NC(=O)COC(=O)[C@@H]2CC(O)CN2S(=O)(=O)c2ccc3c(c2)OCCO3)cc1 (stereo partly specified)	89.3	95.1	88.6	90.1	87.6	-6.3	1.0	97.8
Cc1cc(C)nc(NN=C2CCCC2)n1	102.0	101.5	97.2	92.9	89.2	13.9	1.0	96.5
O=C(Nc1cccc(C(F)(F)F)c1)NC1CCN(S(=O)(=O)c2ccc(F)cc2)CC1	89.5	89.4	114.4	82.5	84.2	-0.1	0.0	.
CCC(=O)n1nc(-c2cccnc2)nc1NCc1ccc(F)cc1	94.1	94.0	96.2	97.9	100.6	0.0	4.0	98.6
COc1ccc2cc(/C=N/NC(=O)c3ccc(CN(c4ccc(C)c(C)c4)S(C)(=O)=O)cc3)c(Cl)nc2c1	99.0	102.1	111.9	100.0	107.5	-5.1	0.0	96.5
Cn1c(N)nc2ccccc2c1=O	106.2	108.2	94.1	103.3	104.4	13.0	0.0	105.0
CC(C)NCc1nnc(-c2ccc(Cl)cc2)o1	95.4	98.3	92.3	90.5	99.4	6.9	1.0	109.5
CCC(=O)Nc1cccc2c1C(=O)N(C)C2=O	96.5	.	103.2	95.7	96.9	8.2	0.0	103.1
COCCCNc1oc(-c2ccccc2Cl)nc1C#N	104.5	93.7	93.9	94.9	105.0	7.7	1.0	111.2
Cc1ccc2[nH]c(=O)c3cc(C(=O)N(C)c4ccc(C)c(C)c4)sc3c2c1	95.3	92.9	122.4	83.9	94.7	2.9	0.0	99.6
COc1ccc(CN2CCN(Cc3ccccc3F)CC2)cc1OC	103.7	85.2	109.7	97.2	104.3	7.3	0.0	81.8
Nc1nc(-c2ccc(Br)s2)c(Br)s1	99.5	99.2	94.5	107.6	107.8	-2.2	2.0	113.2
COc1ccc(/C=C(\C#N)C(=O)OCC(=O)NCc2ccco2)cc1	78.4	84.1	97.0	95.0	90.9	-13.2	4.0	84.0
CNC(=O)/C(C#N)=C/c1ccc(-c2nc3ccccc3s2)o1	110.6	117.0	97.9	106.1	104.1	16.1	4.0	112.5
CC(C)NC(=O)c1ccccc1NC(=O)CN(c1ccc2c(c1)OCO2)S(C)(=O)=O	99.7	101.8	91.5	100.2	102.8	-20.9	1.0	98.4
COC(=O)CCC(=O)OC1(C)C(=O)C2=CN(CC(C)C)C(c3ccc(OC)cc3)=CC2=C(Br)C1=O (stereo unspecified)	98.4	87.5	91.7	120.4	86.8	-9.3	14.0	120.0
COC(=O)c1cccc(-n2cnnn2)c1	93.2	92.3	88.6	82.1	94.9	-5.2	2.0	88.2

The list continues.
SMILES	RPL19A-GFP yeast	AGP1-GFP MLPCN	Yeast superoxide	CIT2 TOR yeast	MEP2 TOR yeast	VLA-4 inh	GRK2 inh	LAP4 TOR yeast
Nc1ccn(CC(=O)N2CCN(c3ccccn3)CC2)c(=O)n1	92.6	90.4	94.4	89.1	89.7	-6.5	0.0	86.2
COc1ccc(CN2CCNC(=O)C2CC(=O)NCc2cnn(C)c2)cc1OC (stereo unspecified)	106.1	102.5	98.8	102.8	102.2	7.7	4.0	95.2
c1ccc2nc3c(nc2c1)[nH]c1ccccc13	40.7*[may fluoresce violet]	?	98.2	?	503.4*[may fluoresce violet]	4.2	2.0	86.3[may fluoresce violet]
COC(=O)c1ccc(NC(=O)c2c(C(=O)Nc3ccccc3)sc3nc(C)cc(=O)n23)cc1	86.3	90.8	108.5	89.4	90.1	24.0	0.0	100.2
O=C1COc2ccc(S(=O)(=O)CCC(=O)N3CCN(c4cccc(C(F)(F)F)c4)CC3)cc2N1	108.0	108.8	108.5	110.7	114.8	-3.0	1.0	111.5
CC[N+](C)(CC)CC(O)COCC1COc2ccccc2O1 (stereo unspecified)	103.7	86.6	87.5	86.0	95.7	12.5	1.0	78.3
COc1ccc(C(=O)Sc2ccc(C)cc2)cc1OC	103.8	99.1	108.6	98.0	105.6	-1.3	1.0	.
CCn1ccnc1CN1CCN(CC(C)C)C(CCO)C1 (stereo unspecified)	99.4	109.8	87.1	97.9	101.1	-7.5	0.0	99.5
O=[N+]([O-])c1ccc(COc2ccccc2/C=N/O)cc1	106.6	103.4	106.4	106.8	103.8	4.4	1.0	96.0
CCN(CC)S(=O)(=O)c1ccc(S(=O)(=O)NCC2CCCO2)cc1 (stereo unspecified)	106.4	102.5	95.0	107.9	102.0	12.5	1.0	86.6
O=C(CNC(=O)C1CCCCC1)NC1CCCCC1	100.5	100.0	102.1	102.7	104.9	3.8	0.0	99.0
Cc1ccc(NC(=O)COC(=O)[C@@H]2CCCN2C(=O)c2cccs2)cc1S(=O)(=O)N(C)C	106.5	104.1	99.0	99.4	105.8	4.1	0.0	106.4
Clc1ccc(Cn2ncc3c(NCc4ccccc4)ncnc32)cc1	93.0	102.1	97.8	96.7	104.8	5.8	0.0	95.0
O=C1CC2(CCCC2)C(=O)N1CN1CCN(S(=O)(=O)c2ccc(Cl)c(Cl)c2)CC1	101.4	96.5	87.3	101.7	96.3	3.3	2.0	98.0
CCOC(=O)C1CCCN(CC(O)COc2ccc(OC)cc2C(C)(C)C)C1 (stereo unspecified)	96.7	95.9	99.5	98.5	103.6	5.7	0.0	98.9
CCc1ccc(N(C(=O)c2ccco2)C(C(=O)NC2CCCC2)c2ccncc2)cc1 (stereo unspecified)	104.0	93.3	101.2	91.5	95.1	-11.8	2.0	90.6
COc1ccc(CCNC(=O)c2cc(-c3cc(C)ccc3O)n[nH]2)cc1OC	86.5	85.3	116.8	82.1	92.4	15.1	2.0	88.0
O=C(CN1CCOCC1)Nc1ccc(Br)cn1	101.6	105.7	108.8	108.5	101.3	1.0	0.0	106.0
C=CCn1c(CCNC(=O)c2ccc(Cl)c(Cl)c2)nnc1SCCOc1ccc(OC)cc1	111.1	127.5	87.4	109.7	111.9	-9.9	5.0	113.7
CN1CCN(C(=O)Nc2ccccc2CC[N+](=O)[O-])CC1	95.2	96.3	100.3	87.5	92.0	6.2	0.0	93.0
COc1ccccc1C(=O)Nc1nnc(C)s1	99.3	99.6	100.1	104.8	99.5	7.1	0.0	103.3
O=C(CSCc1ccco1)Nc1cc(C(F)(F)F)ccc1N1CCOCC1	98.9	98.0	98.1	97.7	100.5	15.5	1.0	103.7
COc1cc(C2C(C#N)=C(N)OC3=C2C(=O)CCC3)ccc1OC(=O)N1CCOCC1 (stereo unspecified)	99.4	101.0	95.2	110.8	101.8	-10.4	4.0	102.2
CN(C)/C=N/c1sccc1C(N)=O	96.9	100.6	93.4	102.1	93.2	6.3	2.0	89.7
Cc1ccccc1CSCC(=O)NCCSc1ccccn1	98.4	101.9	104.5	93.3	97.3	10.4	0.0	100.0

The final 3 compounds of the section above lead into the next.
SMILES	RPL19A-GFP yeast	AGP1-GFP MLPCN	Yeast superoxide	CIT2 TOR yeast	MEP2 TOR yeast	VLA-4 inh	GRK2 inh	LAP4 TOR yeast
COc1cc(C2C(C#N)=C(N)OC3=C2C(=O)CCC3)ccc1OC(=O)N1CCOCC1 (stereo unspecified)	99.4	101.0	95.2	110.8	101.8	-10.4	4.0	102.2
CN(C)/C=N/c1sccc1C(N)=O	96.9	100.6	93.4	102.1	93.2	6.3	2.0	89.7
Cc1ccccc1CSCC(=O)NCCSc1ccccn1	98.4	101.9	104.5	93.3	97.3	10.4	0.0	100.0
CCOc1c(Nc2ccc(C(C)C)cc2)c(=O)c1=O	97.4	100.3	92.8	103.3	89.5	2.7	3.0	98.1
O=[N+]([O-])c1cccc(NC(=S)N2CCc3ccccc32)c1	111.2	81.9	101.3	85.9	100.0	-1.6	0.0	88.6
CCOC(=O)c1c(C)[nH]c(C(=O)NNC(=O)c2ccc(C(C)(C)C)cc2)c1C	107.3	105.2	94.0	94.9	105.7	8.4	0.0	109.2
O=C(COC(=O)C12CC3CC(CC(C3)C1)C2)NCc1ccccc1	100.2	102.5	107.4	95.4	106.8	1.6	12.0	106.7
COc1ccc2cc(C(=O)C3CCCN(C(=O)CCc4cnn(C)c4)C3)ccc2c1 (stereo unspecified)	98.3	99.8	99.9	96.1	100.4	8.7	2.0	108.9
O=C(NC1CCCCCCC1)C1CCN(S(=O)(=O)N2CCC3(CC2)OCCO3)CC1	97.7	108.3	100.7	109.6	101.7	-14.8	3.0	95.1
CCN(CC)c1ccc(/C=C(\C#N)c2ccccn2)cc1	104.4	92.6	115.4	93.8	92.9	31.9	7.0	106.8
CCOC(=O)COc1ccc2c(c1)C(=O)CC1(CCCCC1)O2	101.7	103.9	111.0	105.4	102.8	0.9	3.0	102.8
CON(c1nc(N(C)C)nc(N(C)C)n1)S(=O)(=O)c1ccccc1Cl	91.9	95.1	89.2	92.6	94.8	17.6	0.0	105.8
COc1cc(C(=O)NCC(c2ccc(F)cc2)N2CCOCC2)ccc1OCc1ccccc1Cl (stereo unspecified)	90.8	98.1	103.4	93.9	96.0	-4.4	0.0	97.6
CC(=O)N1CCc2cc(C(=O)CN3CCC(C)CC3)ccc21	97.4	98.1	104.1	100.5	97.5	-7.8	0.0	98.5
CC(C)NCC(O)(c1ccc(Cl)cc1)c1ccc(Cl)cc1	97.3	100.0	97.8	92.8	93.8	10.1	0.0	95.8
Cc1ccc(NC(=O)CNC(=O)c2ccc(C(C)(C)C)cc2)cc1S(=O)(=O)N1CCOCC1	96.6	93.8	99.3	95.5	94.5	11.5	0.0	87.6
O=C(c1ccc(Cl)c(S(=O)(=O)Nc2ccc(F)cc2)c1)N1CCN(c2ccccn2)CC1	92.1	.	103.4	94.5	102.0	19.3	0.0	102.0
O=C(CSc1nnc(-c2ccc(S(=O)(=O)N3CCCC3)cc2)o1)NCc1ccco1	94.6	92.9	106.5	96.6	92.2	0.7	3.0	92.8
COP(=O)(OC)c1nc(-c2cccc3ccccc23)oc1NCc1ccccc1	100.9	99.8	103.3	88.2	105.3	24.3	0.0	103.7

Screening results (PubChem BioAssay)
